Pf Dd2 growth = qHTS Primary assay for Inhibitors of Plasmodium falciparum Dd2 growth in vitro; P. falciparum Dd2 growth, SYBR Green, 72 h; Potency, µM (titrated, usually from 28.9 µM), for inactives: at the top dose activity, negative = inhibition, usual class: inhibitors; hit rate 4.3% among 120,000; active = well fitted inhibition curve with a large enough effect; inconclusive = small, poorly fitted or top-dose-only effect; inactive = no such curve, though single readings can be large or run the other way;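 also: plate controls were DMSO vehicle for no effect and reference drug for full effect; nearly all actives have a fitted effect of over 65% in size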
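Readout: SYBR Green fluorescence, 485 nm excitation, 535 nm emission, after ~16 h lysis at 37C. Before that, Dd2-infected red cells (2.5% hematocrit) grew 72 h with compound, 29 uM top final concentration.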
An asterisk follows results filed as active; i = inactive; ? = inconclusive; [ ] = dose if it differs, or a comment. Potency is read from the fitted curve at half-maximal effect. Not all compounds are listed; the hit share may differ from the screen's.

SMILES	Pf Dd2 growth
CN(CC(=O)N[C@H]1[C@H]2CCO[C@H]2[C@@H]1N(C)C)Cc1ccc(F)cc1	?
CC(=O)N1CCC(N[C@H]2CC(C)(C)[C@@H]3C[C@@](C)(O)CC[C@]23CCC(=O)NCCc2c[nH]c3ccccc23)CC1	-11%
CN(Cc1ccc2nccnc2c1)C(=O)c1cc(COc2ccc(F)cc2F)on1	-23%
Cc1ccc(N2CC(NC(=O)Cc3cccs3)CC2=O)cc1 (stereo not given)	47%[activator]
CNc1ncncc1-c1nc(-c2ccccc2)no1	?
CCOc1ccc(Nc2nc(-c3ccccc3)no2)cc1	?
Cn1nccc1C(=O)N1CCCN(C(=O)C2CC2)c2ccccc21	0%
C#C[C@H]1CN2CC[C@H]1C[C@@H]2CNC(=O)c1ccc(C#N)cc1	-4%[44.1 µM]
COCCc1noc(C2Cc3ccccc3N2C(=O)Nc2ccc(C)c(C)c2)n1 (stereo not given)	11%[5.79 µM]
O=C(c1ccccc1F)N1CCC2(CC1)CC(Cc1ccccc1)=NO2	-3%
CC(C)(Oc1nn(Cc2cccc(Cl)c2)c2ccccc12)C(=O)NCCc1cnc[nH]1	?
CCCOc1ccccc1C(C)Nc1nc(-c2cccnc2)nc2c1CNC2 (stereo not given)	11µM*
CN1CC(=O)N(C2CCNCC2)Cc2c(NCCCO)ncnc21	-3%
COc1cccc(Nc2cnc3ccc(-c4ccc(OC)c(OC)c4)nn23)c1	?
Cc1ccc(-c2nnc(Nc3cccc(Br)c3)c3ccccc23)cc1S(=O)(=O)N1CCN(C)CC1	7.9µM*
CS(=O)(=O)c1ccc(S(=O)(=O)N2CCC3(CCCNC3)C2)cc1 (stereo not given)	5%
COCCCNc1ncnc2onc(-c3ccc(F)cc3)c12	123%[activator]
Cc1ccccc1C(=O)Nc1c(C(=O)Nc2cccc(F)c2)oc2ccccc12	?
CN(C)CCCN(C(=O)c1ccc(Br)s1)c1nc2ccc(F)cc2s1	?
COc1cccc(CNC(=O)C2=C(C)C(=O)OC23CCN(C(C)=O)CC3)c1OC	i
COc1cccc(CC(=O)N2C[C@@H](Oc3cccnc3)C[C@H]2C(N)=O)c1	i
COc1ccc(C(=O)N[C@@H]2CCC[C@@H]2C(=O)NCC(C)C)cc1	-13%
O=C1c2ccccc2-c2onc3c(N4CCN(C5CCCCC5)CC4)cc(NCCO)c1c23	5µM*
O=C(CN1C=NS(=O)(=O)c2ccccc21)Nc1ccc(Br)cc1	14%

Compounds listed so far with fluorine, in the order listed:
SMILES	Pf Dd2 growth
CN(CC(=O)N[C@H]1[C@H]2CCO[C@H]2[C@@H]1N(C)C)Cc1ccc(F)cc1	?
CN(Cc1ccc2nccnc2c1)C(=O)c1cc(COc2ccc(F)cc2F)on1	-23%
O=C(c1ccccc1F)N1CCC2(CC1)CC(Cc1ccccc1)=NO2	-3%
COCCCNc1ncnc2onc(-c3ccc(F)cc3)c12	123%[activator]
Cc1ccccc1C(=O)Nc1c(C(=O)Nc2cccc(F)c2)oc2ccccc12	?
CN(C)CCCN(C(=O)c1ccc(Br)s1)c1nc2ccc(F)cc2s1	?

Further results.
SMILES	Pf Dd2 growth
CC(C)CCNC(=O)Cc1ccc(NC(=O)N2CCCCc3ccccc32)cc1	i
COc1ccc(OC)c(C(=O)CSc2ncc3c(n2)-c2ccccc2N(Cc2ccccc2C)S3(=O)=O)c1	82%[activator]
CN1CC(=O)N(C2CCNC2)Cc2c(NCC3CCCCC3)ncnc21 (stereo not given)	6%
COC(=O)c1c(NC(=O)CCCOc2ccc(C)cc2)sc2c1C(C(=O)OC)CC2 (stereo not given)	-11%
CC(NC(=O)Cn1c(-c2cccs2)cc2cc(F)ccc21)c1ccccc1 (stereo not given)	1.1µM*
CCOc1ccc(CNC(=O)C2CCN(S(=O)(=O)N3CCC(C)CC3)CC2)cc1OC	-12%
COCCO[C@H]1C(=O)N(C2CCN(C(=O)NCc3ccccc3)CC2)[C@H]1c1ccncc1	-5%
O=C1NCCCCCN(C(=O)c2ccco2)[C@H]2CCC[C@@H]12	3%
COc1cccc(CNC(=O)Cn2nc3n(c2=O)CCCC3)c1OC	20%
COCCCNC(=O)N[C@@H]1CN(c2ncccn2)C[C@H]1CN(C)C	18%
CCc1nc(NC(=O)C2CC(=O)N(c3n[nH]c4cc(Br)ccc34)C2)sc1C (stereo not given)	-19%
CCn1c(SCC(=O)Nc2c(C)cccc2C)nnc1-c1nonc1NC(C)=O	?
CCN1CCN(c2nc3c(S(=O)(=O)c4ccc(C)cc4)nnn3c3ccsc23)CC1	i
COCCOCC(=O)NCC(=O)N1CCCCCNC(=O)CC1c1ccccc1 (stereo not given)	45%[activator]
O=C(COc1ccc(F)cc1)N1CCN(C(=O)c2nnn3c2COC(c2ccc(Cl)cc2)C3)CC1 (stereo not given)	i
CC(=O)Nc1ccc(CN2C[C@@H](F)[C@@H](OCc3nc4cc(C)c(C)cc4[nH]3)C2)cc1	11µM*
Cc1cc(C(=O)N2CC[C@H](NS(=O)(=O)c3cccs3)C[C@H]2C(=O)N[C@H](CC(C)C)C(N)=O)n(C)n1	-11%
CCOc1ccc(N2CC(NC(=O)c3ccc(S(=O)(=O)N4CCCCC4)cc3)CC2=O)cc1 (stereo not given)	i
COc1ccc(N2CCN(C(=O)c3ccc4c(c3)N(C)C3CCCCCN3C4=O)CC2)cc1 (stereo not given)	i
CCOc1ccccc1CN1CCC2(CCN(C(C)=O)CC2)Oc2ccccc21	-27%
O=C(NC1CC1)C1CCN(C(=O)N2CC3CC(C2)[C@H]2CCCC(=O)N2C3)CC1 (stereo not given in full)	-12%
COCc1cc(=O)n(CC(=O)Nc2cccc(SC)c2)c(N2CCOCC2)n1	i
O=C1NCCCCCCN(C(=O)c2cc(CN3CCOCC3)on2)[C@H]2CCCC[C@@H]12	?
COCCn1c(C)cc(O)c(C(c2ccccc2F)N2CCN(c3ccccc3)CC2)c1=O (stereo not given)	i
N#Cc1nc(-c2ccc(COc3ccccc3)o2)oc1N1CCN(c2ccccc2)CC1	1%
CN1Cc2ccc(NCc3ccccc3)nc2C(C)(C(=O)NCc2cccs2)C1 (stereo not given)	?
COc1ccccc1C(=O)N1CC(CNc2ccccc2)C2(C1)CN(c1ccccc1)C2 (stereo not given)	i
CCCNC(=O)N1CCC(c2noc(-c3ccccn3)n2)C1 (stereo not given)	11%[5.79 µM]
CCOc1ccc2nc(N3CCCC(C(=O)Nc4cccc(Cl)c4C)C3)sc2c1 (stereo not given)	?
O=C(CN1C(=O)CNC1=O)N1CCCC(Nc2ccc3c(c2)OCO3)C1 (stereo not given)	-2%
O=C(CCc1cc(=O)[nH]o1)N[C@@H]1CCOC[C@H]1O	-9%
CC(=O)N1CCc2cc(S(=O)(=O)CCC(=O)N3CCCC(Cc4nncn4CC4CC4)C3)ccc21 (stereo not given)	-12%
CCCn1cc(-c2ccncc2)cc1C(=O)N1CCN(c2ccccc2OC)CC1	4µM*
CCN1c2cc(C(=O)NC3CCCCC3)ccc2C(=O)N2CCCCC21 (stereo not given)	i
CN(C)S(=O)(=O)N1CCC2(CC1)CC(=O)N(C/C=C/c1ccccc1)C2	-7%
O=C(O)[C@H]1C[C@@H](C(=O)NCc2ccncc2)CN(C(=O)C2CC2)C1	-7%
CCN1CC2(CCN(C(=O)c3cccc(N4CCOCC4)c3)CC2)OC1=O	-6%
COc1ccc(C2(C(=O)NC3CCc4n[nH]c(=O)n4CC3)CCCCC2)cc1 (stereo not given)	?
COc1ccccc1C(=O)N1C[C@@H]2CCCN3CCC[C@@H]([C@H]23)[C@H]1CCCC(=O)N1CCOCC1	13%
c1cncc(-c2nc(CCNc3ncncn3)cs2)c1	0%
Cc1noc(-c2cn(C3CCN(C(=O)c4ccc(F)c(Cl)c4)C3)nn2)n1 (stereo not given)	-6%
COCc1noc([C@@H]2CN(C(=O)CCC(C)C)C[C@H]2CO)n1	2%
CCOC(=O)c1cc(-c2ccc(OC)cc2)n(CCC(=O)NCCc2ccc(OCC)c(OCC)c2)c1C	?
COC1CCC12CCN(C(=O)Cc1cccc(F)c1)CC2 (stereo not given)	-11%
COc1cc(F)ccc1-c1cc2c(nc1OC)nc(CC1CC1)n2C	?
CC1(C)CC2CC(C)(CN2C(=O)CC(c2ccccc2Cl)c2c[nH]c3ccccc23)C1 (stereo not given)	?
CN1C[C@@H](NS(=O)(=O)c2ccccc2)C[C@H]1c1nc(-c2ccccn2)no1	?
O=C1CCCN1CCCN1C(=O)[C@H]2CN(Cc3cccc(F)c3F)C[C@H]2C1=O	5%

Grouped by structure, those above with two or more sulfur atoms
SMILES	Pf Dd2 growth
CS(=O)(=O)c1ccc(S(=O)(=O)N2CCC3(CCCNC3)C2)cc1 (stereo not given)	5%
CN(C)CCCN(C(=O)c1ccc(Br)s1)c1nc2ccc(F)cc2s1	?
COc1ccc(OC)c(C(=O)CSc2ncc3c(n2)-c2ccccc2N(Cc2ccccc2C)S3(=O)=O)c1	82%[activator]
CCN1CCN(c2nc3c(S(=O)(=O)c4ccc(C)cc4)nnn3c3ccsc23)CC1	i
Cc1cc(C(=O)N2CC[C@H](NS(=O)(=O)c3cccs3)C[C@H]2C(=O)N[C@H](CC(C)C)C(N)=O)n(C)n1	-11%

(continued)
SMILES	Pf Dd2 growth
COc1ccc(-c2nc(C(C)C)nc3c2CCN(C(=O)c2ccccc2F)CC3)cc1	?
Cc1cc(Nc2ccc(C)c(Cl)c2)n2nc(-c3ccccc3)nc2n1	23%
O=C1COCC2(CN1)CN(c1ccc(Oc3ccccc3)cc1)C2	i
CCc1nnc(SCc2nc(-c3cccc(C)c3)oc2C)c2cc3sc(C)cc3n12	37%[activator]
O=C(NCc1ccc(F)cc1)c1ccc(CS(=O)Cc2ccc(Cl)cc2)o1 (stereo not given)	-5%
O=C1NC2(CCN(C(=O)c3cccnc3)C2)N=C1c1ccncc1 (stereo not given)	3%[44.1 µM]
CCOC(=O)CCCn1nc2n(c1=O)CCN(Cc1cccc(Cl)c1)C2=O	-14%
O=C(CC1COCCN1)N1CCN(C(=O)c2ccco2)CC1 (stereo not given)	7%
COc1ccccc1OCc1nc2c(n1Cc1ccccc1)C(=O)N(CC1CC1)CCN2	i
CN1CCC2(C1)CN(Cc1ccccc1)c1ccc(C(=O)NC3COC3)cc12 (stereo not given)	-23%[44.1 µM]
CCOc1ccc(C(=O)c2cn(CC(=O)Nc3ccc(F)cc3)c3cc4c(cc3c2=O)OCO4)cc1	-22%
COc1ccc2cc1Nc1ccc(cc1)C[C@H](NCc1ccc(O)cc1)C(=O)N(C)[C@H](C(=O)NCCOc1ccccc1)C2	2.5µM*
COC(=O)c1c(-c2cccs2)csc1NC(=O)COc1ccc(C(C)C)cc1	-11%
COC(=O)c1cc(C)nc2c1c(=O)nc(SCc1ccccc1F)n2C1CC1	0%
COc1ccccc1N1CCN(C(=O)CN2C(=O)COc3ccc(S(=O)(=O)N4CCC(C)CC4)cc32)CC1	?
COc1ccc(-c2cc(N3CCC(NC(=O)COc4ccccc4C)CC3)n[nH]2)cc1	-13%
Cn1ccc(NC(=O)C2(C)CN(Cc3ccccc3)Cc3ccc(N4CCOCC4)nc32)n1 (stereo not given)	i
COc1ccc(N(C)C(=O)c2c(C)oc3c2CN(Cc2ccc(F)cc2)CC3)cc1	13µM*
CC(C)C(=O)N1CCC2(CC1)OC(=O)N(Cc1ccccc1C#N)C2(C)c1ccccc1 (stereo not given)	?
N#Cc1ccc(CN2CC[C@H](c3nnc(-c4ccccc4F)o3)C2)cc1	i
N[C@H]1CO[C@H]2[C@@H]1OC[C@@H]2n1cc(-c2ccccc2)nn1	i
O=C(c1ccccc1Cl)N1CCC2(CC1)CC(=O)N(c1ccccc1)c1ccccc1O2	-23%
CCCN(C(=O)Cn1ncc2c(=O)oc3ccccc3c21)c1cccc(C)c1	-22%
CC[C@H]1CN(S(=O)(=O)c2ccc(OC)cc2)CC[C@H]1CC(=O)O	i
C[C@H]1[C@@H]2[C@@H](O)C([C@H](C)C(=O)NCCN3CCOCC3)CC[C@@]2(C)CC[C@@H]1NC(=O)c1cnccn1 (stereo not given in full)	-22%
CNC(=O)[C@H]1C[C@H](Oc2cccnc2)CN1C(=O)NCc1ccc(C)cc1	-22%
O=C(NC1CC1)[C@@H]1CN(Cc2ccc(Cl)cc2F)C[C@H]1CO	7.9µM*
CCOC(=O)c1c(C)[nH]c(C)c1S(=O)(=O)N1CCC(C(=O)Nc2ccc(C)c(N(C)C)c2)CC1	-28%
O=C1CC(c2noc(-c3ccc(F)cc3)n2)CN1c1ccc(F)c(Cl)c1 (stereo not given)	58%[activator]
CCOc1ccc(-c2nc(C3CC(=O)N(c4ccc(Cl)cc4)C3)no2)cc1 (stereo not given)	22%
c1ccc2ncc(CN3CCC[C@H]3c3nc(-c4ccc(OC5CCCCC5)nc4)no3)cc2c1	?
O=C(Cc1ccc(F)cc1)NCc1nnc2c(-c3nc(C4CC4)no3)cccn12	-1%
O=S(=O)(NC[C@H]1OC[C@@H](NCc2ccccn2)[C@@H]1O)c1ccccc1	i
Nc1c(C(=O)Nc2cccc(Br)c2)sc2nc3c(cc12)N1CCC3CC1	i
CCSc1ncc(Cl)c(C(=O)Nc2sc(C(C)=O)c(C)c2C(=O)OC)n1	31%[activator]
Cc1nn2c(=O)cc(COC(=O)c3ccc(NC(=O)CCc4ccccc4)cc3)nc2s1	-26%

An excerpt from above in order of molecular weight, largest number first:
SMILES	Pf Dd2 growth
CCSc1ncc(Cl)c(C(=O)Nc2sc(C(C)=O)c(C)c2C(=O)OC)n1	31%[activator]
O=C(NC1CC1)C1CCN(C(=O)N2CC3CC(C2)[C@H]2CCCC(=O)N2C3)CC1 (stereo not given in full)	-12%
CCN1CC2(CCN(C(=O)c3cccc(N4CCOCC4)c3)CC2)OC1=O	-6%
COC1CCC12CCN(C(=O)Cc1cccc(F)c1)CC2 (stereo not given)	-11%

High-throughput results from PubChem BioAssay.
